Screening results (PubChem)
KDM5B inhibitor = Primary screen for KDM5B Histone Demethylases FDH-coupled qHTS; Lysine-specific demethylase 5B (Homo sapiens), Q9UGL1; KDM5B demethylase, FDH-coupled NADH fluorescence (FDH is formaldehyde dehydrogenase); Potency, µM (series often up to 57.7 µM), inactives show at the top dose activity change, negative = inhibition, actives largely listed as inhibitors; 220,000 compounds, 2.6% hits; AID 1347165, 2019; active means well fitted inhibition curve with a large enough effect; inconclusive means small, poorly fitted or top-dose-only effect; inactive means no such curve, though single readings can be large or run the other way; further: 0% is about no effect; nearly all actives have a fitted effect of over 70% in size
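Here, H3K4me3 peptide (12.5 µM in substrate mix) is demethylated by KDM5BΔAP, 200 nM final, after 10 min compound exposure. Formaldehyde product is coupled through FDH (0.25 U/mL in mix) to NADH fluorescence; 30-min ΔRFU feeds dose-response curves.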
* marks the source's active call; other numbers are inactive results; i = inactive; ? = inconclusive; & = joins results of further samples; [ ] = another dose, or the depositor's remark. Potency means the concentration at half of the fitted maximal effect. A portion of the library, so the mix of outcomes need not match the whole.

SMILES | KDM5B inhibitor
O=C(Cn1cc(S(=O)(=O)N2CCCC2)c(S(=O)(=O)N2CCCC2)c1)Nc1cccc(F)c1 | 20%[11.5 µM]
COCCCNC(=O)c1cnc2n[nH]c(-c3ccc(OC)cc3C)c2n1 | -16%[86.2 µM]
O=C1COC[C@H]([C@H](O)c2ccc(NC(=O)c3ccc(C(F)(F)F)cc3)cc2)N1 | 1%[86.2 µM]
CC1(C(=O)NCCCn2ccnc2)CCCc2cnc(Nc3ccccc3)nc21 (stereo unspecified) | -11%[86.2 µM]
O=C(NC1CCCC1)c1cn(C2CCN(C(=O)c3cccnc3)CC2)nn1 | -17%
CC1(C)C2CCC1(C(=O)Nc1ccc(C(F)(F)F)cc1)c1nc(C#N)c(C#N)nc12 (stereo unspecified) | -13%
O=C(Cn1ncc2c3ccccc3n(Cc3cccc(Cl)c3)c2c1=O)N1CCCCCC1 | ?
CC1CCc2nc(NC(=O)c3cc(C(C)(C)C)nn3C)sc2C1 (stereo unspecified) | ?
O=C(O)CCn1cc(C(C(=O)O)N2CCCCC2)c2ccc(Br)cc21 (stereo unspecified) | 10%
CCCCOC(=O)c1ccc(NC(=O)c2cc(=O)c3cc(CC)ccc3o2)cc1 | 12%
COc1cc(OC)c(NC(=O)c2c(C)oc3ncn(C)c(=O)c23)cc1Cl | -8%
CC1=C[C@@H](CN2CCN(c3ccccn3)CC2)[C@H](C(C)C)C[C@H]1Cc1nnc(-c2cncn2C)o1 | -22%
CCOC(=O)c1nc2ccccc2nc1NCC(C)c1ccccc1 (stereo unspecified) | 4%
COc1ccc(NC(=O)NC[C@H]2COCc3nc4ccccc4n32)cc1 | 17%[86.2 µM]
Cc1ccc(C(=O)N/C(=C/c2ccccc2)C(=O)NCC(=O)O)cc1 | 18%
CN(C)C(=O)CN1C(=O)CO[C@H](c2ccc(NS(=O)(=O)c3cccc(F)c3)cc2)[C@H]1CO | -13%
CNC(=O)[C@@H]1CN(C(=O)c2cc(C)cc(C)c2)C[C@H]1CO | 18%
CN(Cc1ccccc1)S(=O)(=O)c1ccc(N2CCOCC2)nc1 | 18%
O=C(NC1CCCCNC1=O)c1cc(-c2ccco2)on1 (stereo unspecified) | 12%
COc1ccc(CN2Cc3[nH]nc(-c4cccc(C(F)(F)F)c4)c3CC2=O)cc1 | -21%[86.2 µM]
COc1cc(-c2cc(OC)c3c(C)oc(C)c3c(=O)c2)ccc1OC(=O)c1ccccc1C | ?
CCCN1CC(Oc2ccc(-c3noc(-c4cccnc4)n3)cc2)C1 | -22%
CC(C)CN1C(=O)c2cccn2CC1C(=O)N1CCN(c2ncccn2)CC1 (stereo unspecified) | ?
Cc1cccc2nc(-c3ccc(O)cc3)c(Nc3ccccc3)n12 | ?
O=C(c1cnccn1)N1CCCC2(C1)Nc1cccnc1NC2=NCc1ccccc1 (stereo unspecified) | ?
COc1cc(/C(C)=N/O)ccc1OC(F)F | 11%
CN(C)C(=O)c1cccc2c1CCN2C(=O)c1ccc(F)cc1 | -9%
Cc1cc(COc2ccc(C(=O)c3ccccc3)cc2)on1 | -11%
O=C1OC[C@@H]2CCN(CC3CCCCC3)Cc3ccc(F)cc3N12 | -25%[86.2 µM]
NCCSCc1cccs1 | 9%
O=C(C1=NN[C@@H]2C(=O)N(c3ccccc3C(F)(F)F)C(=O)[C@H]12)c1cnccn1 | 5%
CN(Cc1ccccc1)Cc1cn([C@H]2CO[C@H]3[C@@H]2OC[C@@H]3NCc2ccc(N(C)C)cc2)nn1 | -8%
CC(=O)c1c(O)c2cccc3c2n(c1=O)CCC3 | ?
Brc1ccc(-c2ccn[nH]2)cc1 | -6%
CC(C)c1cc(C(=O)N[C@@H]2COCC[C@@H]2OCc2cscn2)cs1 | 50%[activator]
Cn1c(-c2cccc(OCc3ccccc3)c2)nc2c1c(=O)[nH]c(=O)n2Cc1ccccc1 | -4%
COc1ccc(Nc2nc3ccccc3nc2NS(=O)(=O)c2ccc(F)cc2)cc1 | 17%
C=CCn1c(Oc2cccc(C)c2)nc2c1c(=O)n(C)c(=O)n2C | 5%
Cc1cnc(C(=O)N2C[C@@H](COc3ccccc3)[C@H](C(N)=O)C2)cn1 | -1%
CCc1noc(CN(C)CC2CN(CC)c3ccccc3O2)n1 (stereo unspecified) | -8%
CCCNS(=O)(=O)c1cc(-c2nnc3c4ccccc4c(C)nn23)ccc1OC | ?
CCOc1ccc(NC(=O)c2oc3ccccc3c2NC(=O)C2CCCCC2)cc1 | 0%
COc1ccc([S+](=O)([O-])c2nnn3c2nc(NC2CC2)c2ccccc23)cc1 | 89µM*
COC(=O)c1ccc(NC(=O)C(C)Sc2nc(=O)cc(N)n2CCc2ccccc2)cc1 (stereo unspecified) | ?
Cc1cccc(Cn2c(CNS(=O)(=O)c3ccc(C(C)C)cc3)nc3cccnc32)c1 | 4%

Part of the list above, in markdown.
| molecule | KDM5B inhibitor |
| --- | --- |
| COc1ccc(Nc2nc3ccccc3nc2NS(=O)(=O)c2ccc(F)cc2)cc1 | 17% |
| COc1ccc([S+](=O)([O-])c2nnn3c2nc(NC2CC2)c2ccccc23)cc1 | 89µM* |
| O=C(C1=NN[C@@H]2C(=O)N(c3ccccc3C(F)(F)F)C(=O)[C@H]12)c1cnccn1 | 5% |

Following part
SMILES | KDM5B inhibitor
O=C(NC1CC1)[C@@H]1C[C@H](Oc2cccnc2)CN1C(=O)c1nccc2ccccc12 | -18%
COc1ccccc1NC(=O)COC(=O)CC(C)(C)CC1=NS(=O)(=O)c2ccccc2N1 | 7%
COc1ccc(-c2cc(N3CCCN(C(=O)c4ccco4)CC3)n[nH]2)cc1 | -7%
COc1cccc(OC)c1C(=O)Nc1ccc2oc(-c3cccnc3)nc2c1 | ?
COCc1nc(C2CCN(C(=O)c3ccco3)C2)no1 (stereo unspecified) | 19%
CCC(NC(=S)NCc1ccc(F)cc1)c1ccc(C(C)C)cc1 (stereo unspecified) | 1%
O=C(c1cc(C2CC2)[nH]n1)N1CC(F)(F)C[C@H]1c1nc(C2CC2)no1 | -16%
Cc1ccc(C)c(-c2cc3c(=O)n(CCNC(=O)Cc4ccsc4)ccn3n2)c1 | 17%
COc1ccc(C(=O)NC2CCN(C(=O)N3CC4CC(C3)[C@H]3CCCC(=O)N3C4)CC2)c(OC)c1 (stereo partly specified) | 0%
Cc1cccc(-c2ocnc2C(=O)Nc2ccc(C)c(C)c2)c1 | 3%
CCOc1ccccc1CN1C[C@@H](CO)[C@H](NC(=O)c2cccnc2)C1 | -4%
CC(C)(C)c1cc(C[C@H]2CNCC[C@H]2CC(=O)NC2CCCCC2)no1 | ?
CC(C)CCN1CCc2c(n(Cc3cccnc3)n(-c3ccccc3)c2=O)C1 | ?
COc1cc(OC)cc(C(=O)Nc2ccc3c(c2)OCCO3)c1 | ?
Cc1cc(O)c(C(c2cccc(Cl)c2)N2CCN(c3ccccc3)CC2)c(=O)n1Cc1ccco1 (stereo unspecified) | ?
COC(=O)c1ccc(NC(=O)Cn2nc3c(cc2=O)CN(C(C)=O)CC3)cc1 | -4%
CCN1CCC(N(Cc2cccc(OC)c2)C(=O)Nc2ccc(C)cc2Cl)CC1 | -12%
Cc1ccc(Cn2c(SCc3ccc(C(=O)N4CCCCCC4)cc3)nc3ccncc32)cc1 | -12%
CN(c1ccccc1)c1ccc2c(n1)CN(CC(=O)N1CCCC1)C(=O)CO2 | -26%[86.2 µM]
Cc1nc2c(-c3ccccc3)c(C)[nH]n2c(=O)c1Cc1ccc(C(C)C)cc1 | ?
CCOC(=O)c1c(C)c(-c2ccccc2)n(CC(=O)Nc2cccc(SC)c2)c1C | -6%
CC1(C(=O)NCc2cnccn2)CCc2cnc(Nc3ccccc3)nc21 (stereo unspecified) | -22%[86.2 µM]
CC(C)n1ccnc1CN1CCC2(CCCO2)CCC1=O (stereo unspecified) | -18%
COc1ccc(CSc2ccc(S(=O)(=O)N3CCOCC3)cn2)cc1F | 17%
O=C(NC1CC1)c1cc2occc2n1Cc1ccccc1F | -14%
CCc1ccc(NC(=O)CCCn2cnc3c2c(=O)n(C)c(=O)n3C)cc1 | -7%
O=C(Nc1ccc(NC(=O)c2cccs2)cc1)c1cccc(Br)c1 | ?
CCc1nc2c(c(-c3ccc(Cl)cc3)n1)CN([S+](=O)([O-])c1cccc(C(F)(F)F)c1)CC2 | 1%
CCOC(=O)c1cnc(SCc2nc(-c3cccc(Cl)c3)oc2C)nc1N | -5%
O=C1NCc2ccccc2CC12CCN(Cc1ccc(Cl)cc1)CC2 | 25%[149 µM]

Continued, overlapping the part above by three compounds.
SMILES | KDM5B inhibitor
CCc1nc2c(c(-c3ccc(Cl)cc3)n1)CN([S+](=O)([O-])c1cccc(C(F)(F)F)c1)CC2 | 1%
CCOC(=O)c1cnc(SCc2nc(-c3cccc(Cl)c3)oc2C)nc1N | -5%
O=C1NCc2ccccc2CC12CCN(Cc1ccc(Cl)cc1)CC2 | 25%[149 µM]
O=C(Cc1cccc2ccccc12)NCCc1cccc2cccnc12 | -5%
COc1ccc(COCC(O)CNC(=O)C2CC2)cc1 (stereo unspecified) | -15%
Cc1ccc(N(CC(=O)Nc2cc(C)ccc2C)S(=O)(=O)c2c(C)noc2C)cc1 | 1%
CCCc1nc2sc3c(N4CCCCC4)ncnc3c2c2c1CCCC2 | -6%
CCN(CC)CC1CCN(C(=O)c2cc(F)cc3nc(C)c(C)nc23)CC1 | -9%
O=C(Nc1ccc(N2CCOCC2)cc1)C1(CCO)CCN(c2ncccn2)C1 (stereo unspecified) | 22µM*
CN(C)CCNC(=O)c1ccc2c(c1)N(Cc1c(F)cccc1Cl)C(=O)c1ccccc1S2 | -18%
Cc1cc(C)c(S(=O)(=O)Nc2cc(Cl)c3oc4c(c3c2)C(=O)CCC4)cc1C | -28%[11.5 µM]
COc1ccc(-c2nnc3n2CCN(C(C)=O)C3)cc1 | 11%[86.2 µM]
CCCCCC(=O)N1CC[C@@H](CC(=O)NCc2ccccc2)[C@@H](CC)C1 | 14%[86.2 µM]
CCOC(=O)c1ccc(NC(=O)c2c(NCc3cc(OC)ccc3OC)sc3c2CCC3)cc1 | ?
COc1ccc(C(=O)NC2CCN(C(=O)N3CC4CC(C3)[C@H]3CCCC(=O)N3C4)CC2)cc1 (stereo partly specified) | -2%
COc1cc(C)cc2oc(=O)c(CC(=O)NCCCO)c(C)c12 | ?
COc1ccc(OC)c(NC(=O)c2ccc(-n3cccn3)cc2)c1 | ?
Cc1cc(OCc2cc(C(=O)NCC3(C)COC3)no2)cc(C)c1Cl | -8%

In the list so far, these have a CF3 group:
SMILES | KDM5B inhibitor
O=C1COC[C@H]([C@H](O)c2ccc(NC(=O)c3ccc(C(F)(F)F)cc3)cc2)N1 | 1%[86.2 µM]
CC1(C)C2CCC1(C(=O)Nc1ccc(C(F)(F)F)cc1)c1nc(C#N)c(C#N)nc12 (stereo unspecified) | -13%
COc1ccc(CN2Cc3[nH]nc(-c4cccc(C(F)(F)F)c4)c3CC2=O)cc1 | -21%[86.2 µM]
O=C(C1=NN[C@@H]2C(=O)N(c3ccccc3C(F)(F)F)C(=O)[C@H]12)c1cnccn1 | 5%
CCc1nc2c(c(-c3ccc(Cl)cc3)n1)CN([S+](=O)([O-])c1cccc(C(F)(F)F)c1)CC2 | 1%

Following part:
SMILES | KDM5B inhibitor
CCOC(=O)c1c(NC(=O)c2ccoc2C)sc2c1CCC(C(C)(C)C)C2 (stereo unspecified) | 4%
CC1CCN(C2CCN(C(=O)c3ccccc3F)CC2)CC1 | ?
Cc1nc2n(c1C(=O)N(C)c1ccccc1)CCC(Nc1ccc(F)cc1)C2 (stereo unspecified) | -11%[86.2 µM]
C[n+]1ccccc1/C=C/c1cc(Br)ccc1O | ?
CC1CCCCN1c1nnc(NC(=O)Nc2ccccc2F)s1 (stereo unspecified) | -14%
COc1ccccc1/C=C1\SC(=S)N(CCC(=O)N2CCN(C)CC2)C1=O | -2%
CN(Cc1ccccc1)C(=O)C[C@@H]1CCNC[C@@H]1Cc1cc(CN2CCCCC2)on1 | 59%[activator][86.2 µM]
CC1=C(C(=O)NCc2ccccc2F)C2(CCCCC2)OC1=O | -18%
CCC(CC)C(=O)NC[C@@H]1C=C(C)[C@H](Cc2nc3ccc(OC)cc3[nH]2)C[C@H]1C(C)C | ?
CCCCc1nn2c(=O)cc(COC(=O)c3ccccc3NC(=O)c3ccccc3OC)nc2s1 | 17%
CCC(C)NC(=O)Cn1ccc2cc(S(=O)(=O)N3CCCCC3)ccc21 (stereo unspecified) | -14%
CN(C)S(=O)(=O)c1cccc(NC(=O)Cc2cc(Cl)c3c(c2)OCCCO3)c1 | -10%
OC1CN(Cc2ccccc2)CCN(Cc2ccc(OC(F)F)cc2)C1 (stereo unspecified) | ?
O=C(NCc1ccccc1F)C(=O)Nc1cccc(O)c1 | 3%
COc1cc(OC)cc(C(=O)NCCc2csc(-c3ccc(C(F)(F)F)cc3)n2)c1 | ?
COc1ccc2c(C)c(CCC(=O)N3CCC(OCc4ccccc4)CC3)c(=O)oc2c1 | i
CCN1CCN(C(=O)C2=CC(c3ccccc3OC)=NS(=O)(=O)N2C)CC1 | -4%
CCOC(=O)CC(NC(=O)c1cc2cc(Cl)ccc2oc1=O)c1ccc(C)cc1 (stereo unspecified) | 6%&-50%
O=C(O)CCN1C(=O)/C(=C\c2cccc(OCC(=O)Nc3ccc(Cl)cc3)c2)SC1=S | -1%
CNC(=O)[C@@H]1CN(C(=O)c2cnc[nH]2)C[C@H]1COC | 13%
CN(C)CCC(=O)N1Cc2ccccc2CC2(CCCCN2CC2CCOCC2)C1 (stereo unspecified) | -16%[115 µM]
CCn1nccc1C(=O)N1CCOc2ccc(CCC(N)=O)cc2C1 | -1%
c1cncc(CN2CCCCC2c2nc(CCOCC3CCOCC3)no2)c1 (stereo unspecified) | -29%
